Bioassay records: PubChem, The Scripps Research Institute Molecular Screening Center
TAAR1 antag: human TAAR1 antagonism. Q96RJ0. inhibition, % at 3 µM. CHO RD-HGA16 TAAR1, Fluo-8 calcium fluorescence, antagonist. 360,000 compounds, 1.5% hits. AID 624466;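 active means inhibition above a per-plate cutoff, the mean inhibition of test compounds on that plate plus 3 SD, cut at about 49% in these data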;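 further: 0% = DMSO plus EC80 beta-PEA response and 100% = DMSO alone without agonist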
Target sequence (Q96RJ0 whole entry, looked up): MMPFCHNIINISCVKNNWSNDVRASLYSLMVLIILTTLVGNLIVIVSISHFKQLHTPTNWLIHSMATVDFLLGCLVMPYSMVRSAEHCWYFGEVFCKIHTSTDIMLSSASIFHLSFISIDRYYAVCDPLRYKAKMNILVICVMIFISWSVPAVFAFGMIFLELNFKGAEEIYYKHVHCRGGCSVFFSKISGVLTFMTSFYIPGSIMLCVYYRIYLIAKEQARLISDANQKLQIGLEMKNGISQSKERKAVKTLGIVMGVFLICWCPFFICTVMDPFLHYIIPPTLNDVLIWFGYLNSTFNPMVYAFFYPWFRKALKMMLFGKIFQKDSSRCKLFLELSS
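test system = CHO RD-HGA16 cells bearing hTAAR1 | replication = singlicate | controls = DMSO-only wells and EC80 β-PEA-stimulated wells | reagent = EC80 β-phenethylamine stimulus | read-out basis = percent inhibition of PEA-evoked calcium signal, max/basal emission ratio | schedule = seeding 17-24 h prior, 75-min 37 °C, 30-min RT dye loading | signal = kinetic Fluo-8 calcium fluorescence measurement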
M1 ag: activates human CHRM1 receptor. P11229. CHO-K1 hM1, Fluo-8 calcium fluorescence, agonist mode; 0% DMSO, 100% acetylcholine EC100. activation, % at 3 µM. 360,000 compounds, 0.33% hits. AID 588814;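 active means activation above the run's mean compound activation plus 3 SD, cut at about 16% in these data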;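 further: peak over basal fluorescence ratio within a 140 s kinetic read after compound addition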
Target sequence (P11229 whole entry, looked up): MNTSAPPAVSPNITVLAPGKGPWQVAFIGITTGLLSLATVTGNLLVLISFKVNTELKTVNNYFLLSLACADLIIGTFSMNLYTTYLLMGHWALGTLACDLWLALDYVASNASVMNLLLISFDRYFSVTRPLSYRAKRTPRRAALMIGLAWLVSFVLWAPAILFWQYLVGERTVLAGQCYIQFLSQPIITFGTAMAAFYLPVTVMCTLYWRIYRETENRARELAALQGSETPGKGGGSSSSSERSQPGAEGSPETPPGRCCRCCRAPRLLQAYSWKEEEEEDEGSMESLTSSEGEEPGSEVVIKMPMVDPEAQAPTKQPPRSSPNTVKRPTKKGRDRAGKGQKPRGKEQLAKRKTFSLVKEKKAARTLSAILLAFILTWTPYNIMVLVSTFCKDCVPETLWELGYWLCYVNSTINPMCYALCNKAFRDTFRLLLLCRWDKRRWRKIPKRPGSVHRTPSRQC
CHO parental Ca: counter-screen: ATP calcium response change in parental CHO cells. parental CHO-K1, ATP-induced calcium, Fluo-8 fluorescence. inhibition, % at 5.6 µM. 330,000 compounds, 0.63% hits. AID 463079;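 active means inhibition above that plate's mean sample inhibition plus 3 SD, cut at about 26% in these data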;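 further: 0% = ATP-challenged DMSO wells and 100% = DMSO wells without ATP; some compounds past the cut are filed as inactive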
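Test system: untransfected parental CHO cell line. Compound: one dose, 5.6 µM nominal. Detection: intracellular calcium via Fluo-8 no-wash fluorescent dye. Measure: % inhibition. Benchmarks: ATP-challenged DMSO wells low, unchallenged DMSO wells high.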
M1 PAM parental: nonselective activator or artifact in parental CHO-K1 calcium assay; ATP EC20, Fluo-8 calcium fluorescence; 0% at ATP EC20, 100% at ATP max; activation, % at 3 µM; 360,000 compounds, 0.02% hits; AID 602247;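 active means activation above the run cutoff, the mean activation of all test compounds plus 3 SD, cut at about 40% in these data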;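 further: peak over basal fluorescence ratio in a 140 s read after ATP addition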
M1 antag: antagonists of human M1 muscarinic receptor; P11229; CHO-K1 hM1, Fluo-8 calcium fluorescence, ACh EC80 antagonist; inhibition, % at 3 µM; 360,000 compounds, 1.3% hits;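 active means percent inhibition above its own plate's cutoff, namely the mean of that plate's compound wells plus 3 SD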;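 further: peak over basal fluorescence ratio during 140 s after agonist addition; 0% = ACh EC80 plus DMSO and 100% = DMSO alone without agonist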
CHO-K1 Ca ag: nonselective activator or artifact in parental CHO-K1 cells. activation, % at 3 µM. 360,000 compounds, 0.48% hits. Fluo-8 calcium fluorescence; scaled to maximal ATP response, vehicle zero; in the data active means activation above about 15%;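 further: untransfected CHO-K1 host cells lacking M1 receptor as counterscreen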
OXTR potentiator: potentiates the human oxytocin receptor response | CHO-OTR cells, Fluo-8 calcium fluorescence, potentiator mode; 0% = oxytocin EC15, 100% = EC100 | P30559 | activation, % at 3 µM | 320,000 compounds, 0.061% hits;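 active means activation above that plate's cutoff, the mean activation of tested compounds plus 3 SD, cut at about 6.6% in these data, passing the limit was not always enough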;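 further: 100% uses oxytocin at 75 nM as the full agonist control; some results filed as inactive read as strong as hits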
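System: human OTR in CHO cells; Also added: sub-maximal oxytocin, roughly EC15; Timing: compound 6 min at room temperature before oxytocin, 100 s read; Technique: Fluo-8 intracellular calcium fluorescence, ex 470-495, em 515-575 nm; Controls: oxytocin EC15 low and EC100 high; Replication: singlicate.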
TAAR1 agonist: agonists of human TAAR1; Q96RJ0; CHO RD-HGA16 TAAR1, Fluo-8 calcium fluorescence; vehicle wells 0%, saturating PEA agonist 100%; activation, % at 3 µM; 360,000 compounds, 0.99% hits;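 active means activation above the mean activation of all test compounds in the run plus 3 SD, cut at about 38% in these data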
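Test system: RD-HGA16 (CHO) cells co-expressing Gα16 and hTAAR1; dosing: one-point dosing at 3 µM (nominal); timing: 17-24 h seeding, 75 min 37 °C dye, 30 min RT; signal: kinetic Fluo-8 calcium fluorescence; read-out basis: % activation relative to PEA EC100 response; controls: DMSO and PEA EC100; replicates: n 1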
CHO-K1 Ca antag: nonselective inhibitor or artifact in parental CHO-K1 cells | 360,000 compounds, 0.6% hits | ATP-induced calcium, Fluo-8 fluorescence | inhibition, % at 3 µM;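 active means inhibition above a per-plate cutoff, the plate's mean sample inhibition plus 3 SD, cut at about 24% in these data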;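 further: 0% = DMSO plus EC80 ATP and 100% = DMSO alone without ATP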
Active calls of the source: *; · = not tested or not shown; & = joins results of further samples.

SMILES	TAAR1 antag	M1 ag	CHO parental Ca	M1 PAM parental	M1 antag	CHO-K1 Ca ag	OXTR potentiator	TAAR1 agonist	CHO-K1 Ca antag
CCS(=O)(=O)N1Cc2ccccc2CC1C(=O)N(C)CC(=O)Nc1ccc(OC)cc1 (stereo not given)	15	-8	1	1	1	-0.1	-2	-2	-17
CCc1ccc(-c2cc(C)no2)cc1S(=O)(=O)N1CCN(c2ccc(F)cc2)CC1	-21	1	8	11	-3	-0.1	-12	-1	-10
O=C(O)CCCCCCCCc1cn(CN2C(=O)c3ccccc3C2=O)nn1	4	-3	-4	-19	-2	0.1	-4	1	13
CCc1ccccc1N1C(=O)C2C3C=CC(CC3)C2C1=O (stereo not given)	-8	-4	-14	10	-8	0.8	2	7	3
CC(C)N(C(=O)[C@H]1C[C@H](CC(=O)NCc2ccco2)C(=O)N2CCc3c([nH]c4ccc(Cl)cc34)[C@]12C)C(C)C	-4	-7	-29	5	-17	-0.1	·	-2	-9
COc1ccc(OC)c(/C=C2\SC(N3CCCC(C)C3)=NC2=O)c1 (stereo not given)	-18	-6	-2	9	-8	1.4	-10	5	-14
N#Cc1c(N)n[nH]c1Cc1cccc2ccccc12	-5	0	0	-11	-2	0.2	-5	0	0
Cc1nn(Cc2ccccc2)c2sc(C(=O)N3CCN(Cc4ccc5c(c4)OCO5)CC3)cc12	41	1	-4	8	14	1.9	-12	6	9
O=C(Nc1cc(S(=O)(=O)N2CCCCC2)ccc1N1CCCCC1)c1ccncc1	-29	-4	-3	14	-12	3.0	-5	-2	-10
CC1(C)CC(=O)c2cnc(NC(=O)c3ccco3)nc2C1	13	-2	-6	11	-9	-0.1	-20	4	-6
CNC(=O)CN(c1cc([N+](=O)[O-])ccc1OC)S(C)(=O)=O	-1	-5	-2	13	6	-0.6	-10	1	4
Cc1ccc(S(=O)(=O)c2nc(-c3ccccc3)oc2NCc2cccnc2)cc1	27	-4	-15	16	-5	1.3	-1	23	-1
O=C(Nc1ncc(Cc2ccccc2)s1)C1COc2ccccc2O1 (stereo not given)	2	-3	-12	5	-8	0.2	-9	16	-8
Cc1c(Cl)cccc1NC(=S)N1CCCN(Cc2ccccc2F)C1	9	3	16	15	12	5.5	-10	12	6
Cc1ccc(S(=O)(=O)N(CC(=O)NCC2CCCO2)Cc2cccc(C)c2)cc1 (stereo not given)	-7	-5	-15	15	-17	0.4	-1	-1	-13
CCCCNC(=O)Cn1c(=O)n(C)c2ccccc21	1	5	2	20	0	1.2	-3	0	-7
O=C(CCc1nnc2ccc(NCc3ccccc3)nn12)NC1CCCC1	-12	-4	-9	15	-4	4.6	-1	1	5
CC(=O)c1ccc(-c2ccc(-c3cc(=O)oc4c(C(C)C)ccc(C)c34)cc2)cc1	-23	-4	-30	21	4	-0.1	·	0	-11
Cc1cc(C)c(NC(=O)CN2C(=O)NC3(CCCCC3)C2=O)c(Cl)c1	·	-2	-14	13	-4	4.2	0	·	-12
Nc1ccc(-c2ccc(C(=O)O)s2)cn1	3	-4	-9	12	4	0.1	-4	3	-8
CC(C)(C)Cc1nnc(NS(=O)(=O)c2ccc(F)cc2)s1	-15	-1	6	15	-8	0.8	-5	6	-3
O=C(Nc1ccccc1C(F)(F)F)N1CCC(n2c(=O)[nH]c3ccccc32)CC1	-20	-3	-3	14	-3	1.1	2	0	-11
C=CCn1cccc(C(=O)Nc2cc(OC)ccc2OC)c1=O	-10	-11	-1	17	-7	1.2	2	4	-2
CN(CC(=O)Nc1cccc(F)c1)C(=O)c1cccnc1Sc1ccc(Cl)cc1	1	-4	-11	10	-4	1.0	-3	-1	-8
OC[C@@H]1CN(Cc2ccc(-c3ccccc3)cc2)C[C@H](n2cnc3c(NCc4ccc(F)cc4)ncnc32)O1	23	2	·	-5	14	9.4	·	6	13

Reprinted from the part before: 3 compounds, then new ones.
SMILES	TAAR1 antag	M1 ag	CHO parental Ca	M1 PAM parental	M1 antag	CHO-K1 Ca ag	OXTR potentiator	TAAR1 agonist	CHO-K1 Ca antag
C=CCn1cccc(C(=O)Nc2cc(OC)ccc2OC)c1=O	-10	-11	-1	17	-7	1.2	2	4	-2
CN(CC(=O)Nc1cccc(F)c1)C(=O)c1cccnc1Sc1ccc(Cl)cc1	1	-4	-11	10	-4	1.0	-3	-1	-8
OC[C@@H]1CN(Cc2ccc(-c3ccccc3)cc2)C[C@H](n2cnc3c(NCc4ccc(F)cc4)ncnc32)O1	23	2	·	-5	14	9.4	·	6	13
CN(CC(=O)Nc1cccc(F)c1)C(=O)c1ccc(OCc2cn3ccccc3n2)cc1	22	-3	-12	14	-2	3.9	2	8	-13
COc1ccc(NC(=O)CN2C(=O)COc3ccc(S(=O)(=O)N4CCOCC4)cc32)c(OC)c1	0	-4	-17	1	-11	0.7	3	5	-14
CC(C)C(NC(=O)Nc1ccccc1)C(=O)Nc1cccc(S(=O)(=O)N(C)C)c1 (stereo not given)	1	-11	-22	12	-11	-0.1	-8	-2	-10
Cc1cnc(C2OCCO2)c2cccc([N+](=O)[O-])c12	-25	-4	·	15	-11	0.4	·	2	-5
OC1CCN(c2c3c(nc4cc(-c5ccc(F)cc5)nn24)CCC3)CC1	4	-1	-41	2	2	3.3	-19	8	-5
O=C1O/C(=C/c2ccccc2)c2ccccc21	-3	-9	-8	5	0	0.7	-10	0	5
S=C(NCc1ccncc1)Nc1cc(Cl)cc(Cl)c1	46	13	2	-14	5	13	-16	18	27*
Cc1onc(-c2ccccc2)c1C(=O)c1c[nH]c(C(=O)NCc2ccccn2)c1	-2	-6	-13	0	-8	2.5	1	2	-6
COc1ccccc1NS(=O)(=O)c1cc(C(=O)N2CCCC2)ccc1C	8	-1	-9	2	-6	0.6	1	4	-10
N#CC1C(=N)Cc2ccccc2-c2ccccc21 (stereo not given)	4	2	·	11	-21	0.4	·	4	-11
CCOc1c(Cl)cc(CNCC(C)C)cc1Cl	-17	-7	-7	-4	-2	0.3	-1	20	16
O=c1[nH]c(COc2ccccc2)nc2ccccc12	5	-1	-3	-2	-9	0.4	-2	1	-11
CCCCn1c(C)cc(C)c(S(=O)(=O)c2ccccc2C)c1=O	6	-7	1	17	-24	0.0	-9	5	-8
CCCn1c(N)c(C(=O)CSc2ncnc3sccc23)c(=O)n(C)c1=O	19	-3	·	-7	-6	3.5	·	9	4
Nc1nnc(SCC(=O)NCCOc2ccccc2)s1	-7	-2	-11	-9	6	0.0	-5	1	2
COc1ccc(OC)c(C(=O)NC(CC(N)=O)c2ccc(N3CCC(Cc4ccccc4)CC3)c([N+](=O)[O-])c2)c1 (stereo not given)	6	-3	-14	9	-1	0.2	-16	3	-12
O=[N+]([O-])c1cc(S(=O)(=O)N2CCCC2)ccc1N/N=C/c1cccs1	-7	-2	-16	17	0	0.0	0	7	-8
COc1cc2c(cc1OC)C(c1cccs1)CC(=O)N2 (stereo not given)	2	-5	1	0	2	0.3	-4	3	1
C=CCN1CN(S(=O)(=O)c2cccs2)c2nc3ccccc3nc21	3	-5	-10	9	5	0.3	-1	2	-32
COCCNC(=O)/C(C#N)=C/c1c(F)cccc1Cl	12	-11	8	0	-1	0.3	-14	1	0
CCCS(=O)(=O)N1CCC(C(=O)NCc2ccccc2Cl)CC1	5	-5	5	22	-20	0.9	-16	8	-2
COC(=O)c1ccc(NC(=O)c2cccc(N3C(=O)CCC3=O)c2)cc1	-6	-4	·	10	-1	1.6	·	2	-2
COc1ccc(C2=C(CN(C)C)C(c3ccccc3)c3ccccc3O2)cc1 (stereo not given)	-14	-4	-15&-15	12	-1	1.8	-4&-5	37	-21
Cc1ccc(N2C(=O)NC(NC(=O)c3ccc(Cl)cc3)(C(F)(F)F)C2=O)cc1 (stereo not given)	-15	-4	-24	6	-13	1.6	-12	2	-1
CN1C(=O)/C(=C/c2cc(C(C)(C)C)c(O)c(C(C)(C)C)c2)NC1=S	-6	-8	-36	19	-13	-0.1	-9	-1	-13
SMILES	TAAR1 antag	M1 ag	CHO parental Ca	M1 PAM parental	M1 antag	CHO-K1 Ca ag	OXTR potentiator	TAAR1 agonist	CHO-K1 Ca antag
O=C(COC(=O)c1ccc(Cl)nc1)NCc1ccco1	6	-4	8	-9	12	-0.7	-7	2	21
COc1ccc2c(c1)OC/C(=C/c1cccs1)C2=O	-1	-11	-18	20	-15	5.3	-6	-2	2
C[C@H](CO)N1C[C@H](C)[C@@H](CN(C)C(=O)C2CCOCC2)Oc2ncc(Br)cc2C1=O	-11	-3	·	-9	15	-0.3	·	0	7
O=C(CN1CCOCC1)NNC(=O)c1ccc(Cl)cc1	-14	-3	-7	9	-5	0.6	-1	4	-3
Cc1ccc(C)c(-n2c(SCC(=O)O)nc3sc4c(c3c2=O)CCCC4)c1	-19	-5	-4	1	-14	0.2	-4	1	-12
CCOc1ccc(Cn2c(SCCCCC#N)nc3c2c(=O)n(C)c(=O)n3C)cc1OCC	4	-5	-18	-2	6	1.3	-8	17	-5

Part of the list above in order of count of non-hydrogen atoms, low to high.
SMILES	TAAR1 antag	M1 ag	CHO parental Ca	M1 PAM parental	M1 antag	CHO-K1 Ca ag	OXTR potentiator	TAAR1 agonist	CHO-K1 Ca antag
O=C(CN1CCOCC1)NNC(=O)c1ccc(Cl)cc1	-14	-3	-7	9	-5	0.6	-1	4	-3
C[C@H](CO)N1C[C@H](C)[C@@H](CN(C)C(=O)C2CCOCC2)Oc2ncc(Br)cc2C1=O	-11	-3	·	-9	15	-0.3	·	0	7
CCOc1ccc(Cn2c(SCCCCC#N)nc3c2c(=O)n(C)c(=O)n3C)cc1OCC	4	-5	-18	-2	6	1.3	-8	17	-5

One compound at a time, from the list above:
Listed for `CN(CC(=O)Nc1cccc(F)c1)C(=O)c1ccc(OCc2cn3ccccc3n2)cc1` → TAAR1 antag = 22; M1 ag = -3; CHO parental Ca = -12; M1 PAM parental = 14; M1 antag = -2; CHO-K1 Ca ag = 3.9; OXTR potentiator = 2; TAAR1 agonist = 8; CHO-K1 Ca antag = -13
Listed for `CN(CC(=O)Nc1cccc(F)c1)C(=O)c1cccnc1Sc1ccc(Cl)cc1` → TAAR1 antag = 1; M1 ag = -4; CHO parental Ca = -11; M1 PAM parental = 10; M1 antag = -4; CHO-K1 Ca ag = 1.0; OXTR potentiator = -3; TAAR1 agonist = -1; CHO-K1 Ca antag = -8
